XiGFP reactiv = reactivates the inactive X chromosome in mouse fibroblasts; XiGFP mouse fibroblasts, % GFP-positive cells imaging, 3 d; cells co-treated with 5-aza-dC sensitizer; scaled so ellipticine positive control = 100%; activation, % at 7.58 µM; 360,000 tested, 0.055% active; AID 743238;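 active = mean normalized replicate activation at least 10% and every replicate at or above 10%; inconclusive = only one of the two criteria met; inactive = mean below 10% and not all replicates reach 10%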;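 note: 0% = median of on-plate neutral control wells and 100% = ellipticine 6 µM median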
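material = 68-5-11 XiGFP fibroblast line | medium = DMEM plus 5-aza-dC sensitizer | schedule = 3 days compound exposure | benchmarks = positive control ellipticine, 6 µM final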
CFTR F508del cor = correctors of CFTR F508del function in bronchial epithelial cells. CFBE cells, YFP halide quenching; stimulated with forskolin plus potentiator P3; % fluorescence drop versus neutral controls. activity (quench increase), % at 7.58 µM. 350,000 tested, 0.36% active;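 active = mean added fluorescence quench of at least 8% versus neutral control, with both replicates also reaching 8%; inconclusive = only one of the mean or replicate conditions met; inactive = mean below 8% and not both replicates reaching 8%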;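 note: cells transiently co-express mutant CFTR-F508del with the halide-sensitive YFP; corrector assay measuring rescue of mutant channel to the surface after 24 h compound exposure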
DENV2 CPE = DENV2-induced cell death inhibition. DENV2-infected cells, cytopathic effect rescue, plate reader. CPE inhibition, % at 9.99 µM. 350,000 tested, 1.7% active. AID 651640; in the data active = CPE inhibition above about 20%, passing the limit was not always enough; inconclusive = no clear call, values can overlap the other calls; tested in BHK-21 cells;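 note: 0% = median of neutral control wells and 100% = median of positive control wells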
PAX8 reporter = PAX8 transcriptional activity inhibition; RMG-I TPO-luciferase reporter, SteadyGlo, 24 h; inhibition, % at 12.6 µM; 360,000 tested, 1.2% active; AID 652154;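 active = mean replicate inhibition at least 60% with every replicate also reaching 60%; inconclusive = only one of the two criteria is met; inactive = mean below 60% and not all replicates reaching 60%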;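 note: luciferase light reporting Pax8 driven TPO promoter activity; plate controls were median of neutral control wells for no effect and mitoxantrone controls for full effect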
ARNT-TACC3 inh = ARNT/TACC3 interaction disruption. Q9Y6A5. AlphaScreen His-ARNT PAS-B/GST-TACC3 binding, luminescence; TACC3 fragment carries E629A point mutation. inhibition, % at 9.99 µM. 390,000 tested, 0.66% active. AID 623870;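 active = mean inhibition of replicates at least 50% and at least half of replicates each reaching 50%; inconclusive = half or more replicates reach 50% but mean below 50%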;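 note: 0% = complete ARNT plus TACC3 wells and 100% = ARNT alone without TACC3; many hits fall short of the cut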
GSIS activator = primary screen for activators of insulin secretion dependent on glucose, INS-1E cells, GLuc reporter luminescence; INS-1E GLuc reporter insulin secretion, 2-3 h; activation, % at 16.6 µM; 370,000 tested, 0.61% active; AID 743287;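 active = lowest replicate activation of at least 40%, so every replicate reaches that level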;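 note: 0% = median of neutral control wells and 100% = median of IBMX positive control wells; some compounds called inactive have numbers as strong as hits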
ERp5 block = blocks human ERp5 reductase activity on insulin. Q15084. ERp5 insulin aggregation, absorbance 650 nm, 90 min. inhibition, % at 9.99 µM. 350,000 tested, 0.05% active;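 active = mean replicate inhibition above about 25%, with every replicate also reaching it, limit read from the data, passing the limit was not always enough; inconclusive = only one of those two criteria met; inactive = neither criterion met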
Target sequence (Q15084 whole entry, looked up): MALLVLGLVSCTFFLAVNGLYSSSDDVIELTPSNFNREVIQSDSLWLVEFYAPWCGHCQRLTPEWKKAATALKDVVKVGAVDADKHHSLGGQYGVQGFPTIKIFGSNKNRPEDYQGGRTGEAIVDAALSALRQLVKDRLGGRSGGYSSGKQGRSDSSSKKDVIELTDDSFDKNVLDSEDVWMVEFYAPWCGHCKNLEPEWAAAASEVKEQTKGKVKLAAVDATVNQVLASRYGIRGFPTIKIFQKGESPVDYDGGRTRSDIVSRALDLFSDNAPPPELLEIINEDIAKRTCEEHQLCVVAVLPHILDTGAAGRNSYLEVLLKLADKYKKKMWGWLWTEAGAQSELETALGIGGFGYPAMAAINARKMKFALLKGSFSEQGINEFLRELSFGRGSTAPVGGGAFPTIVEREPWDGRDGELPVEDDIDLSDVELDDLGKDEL
EWS-Fli inh = EWS/Fli transcriptional activity inhibition. A673 NR0B1-luciferase reporter, viability-normalised. inhibition, % at 12.6 µM. 350,000 tested, 0.67% active;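 active = mean inhibition of at least 50% after viability correction, with every replicate also passing that limit; inconclusive = mean reaches 50% but only one of two replicates passes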;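 note: firefly luciferase signal divided by Alamar Blue viability fluorescence both relative to DMSO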
The depositor's hits bear a star; ? = inconclusive; . = not tested or not shown.

SMILES	XiGFP reactiv	CFTR F508del cor	DENV2 CPE	PAX8 reporter	ARNT-TACC3 inh	GSIS activator	ERp5 block	EWS-Fli inh
CN1CCCCN2[C@H](CO)[C@H](c3ccc(C#CC4(O)CCCC4)cc3)[C@@H]2C1	0.1	-2.5	7	4	-1	36	5	-9
Cn1nnnc1Sc1ncnc2scc(-c3ccc([N+](=O)[O-])cc3)c12	0.0	-3.9	4	108*	-1	11	-8	19
COc1cccc(CSc2nnc(-c3ccncc3)n2N)c1	0.0	-2.3	9	1	-2	-9	0	-1
CO[C@@H]1CN(C)C(=O)c2ccc(NC(=O)c3ccccc3)cc2OC[C@H](C)N(C)C[C@@H]1C	-0.1	.	16	10	4	0	-6	3
COCCN1CCCc2nc(-c3ccc(F)cc3)ccc21	0.0	0.7	5	-206	.	.	1	-137
CO[C@H]1CN(C)C(=O)c2cccc(C#N)c2OCC[C@@H]2CC[C@H](OC)[C@@H](CN(C)C(=O)[C@H]1C)O2	0.0	.	2	3	28	5	2	-3
Cc1cccc(Cn2c(N3CCCCC3C)nc3c2c(=O)[nH]c(=O)n3C)c1 (stereo not drawn)	0.0	-0.4	?	34	-5	.	1	7
Cc1nc(C)c(-c2csc(NCc3ccco3)n2)s1	.	-0.4	-2	.	9	-10	-4	-85
O=C(CCNS(=O)(=O)c1c(Cl)cccc1Cl)N1CCCC1	0.1	-0.5	14	11	.	.	5	-2
COc1ccc(S(=O)(=O)N2CC[C@H]3[C@@H](CO)N(C)c4ccc(C5=CCCCC5)cc4[C@H]32)cc1	0.0	0.9	-9	-17	8	25	0	5
COc1cc(C(=O)C(=O)N2CCN(c3ccc(C)cc3)CC2)cc2ccccc12	0.0	-4.7	5	4	.	19	5	-11
C=CC(=O)N1CCCC(Nc2nc(Nc3ccc(N(C)C(=O)CC)cc3C)nc3nc[nH]c23)C1 (stereo not drawn)	0.1	1.4	19	-11	11	-18	-3	-1
Cc1ccc(C2CCN(C(=S)NC(C)C)C2)cc1 (stereo not drawn)	1.5	1.2	-4	-24	4	-23	1	-14
CCC1CCCCN1CCCNC(=O)CC1Oc2ccccc2NC1=O (stereo not drawn)	0.7	1.9	7	-4	-3	-6	6	-7
COCCCNCC(O)C(F)(F)F (stereo not drawn)	0.4	2.4	3	16	-8	-2	9	-7
CC(C)n1c(=O)c2ccccc2n1Cc1cn(CCc2c[nH]c3ccccc23)nn1	.	0.4	5	2	.	-3	-1	12
O=S(=O)(c1ccccc1)N1C[C@H]2[C@@H](c3ccccc31)[C@H](CO)N2Cc1ccccc1	0.2	2.2	13	19	0	-1	1	11
CO[C@H]1CN(C)C(=O)c2cc(NC(=O)c3cnccn3)ccc2OC[C@H](C)N(C)C[C@H]1C	-0.1	-1.2	5	.	6	10	-8	-3
COc1ccc(C2=NN(C(=O)c3cccs3)C(c3ccc(OC)cc3)C2)cc1 (stereo not drawn)	0.0	.	2	-5	5	-15	-1	5
Cc1ccc(C(=O)N2CCN(S(=O)(=O)c3ccc(C)c([N+](=O)[O-])c3)C2)cc1	0.0	0.1	4	-8	26	-10	-4	-4
OCC[C@H]1C[C@H](O)[C@@H](O)[C@@]2(CCc3ccccc3CO2)O1	0.0	0.7	-12	-13	.	4	5	-3
O=C(Nc1ccccc1F)N1CCCCN2[C@@H](CO)[C@H](c3ccc(-c4cccnc4)cc3)[C@@H]2C1	-0.1	-0.3	-8	-16	-11	-2	-3	.
COCC(=O)N1[C@@H]2CN(C(=O)c3cccc(OC)c3)c3ccccc3[C@@H]2[C@@H]1CO	0.6	-2.6	-9	-15	-11	6	-2	-7
Cc1ccc(C(=O)OCC(=O)NC(C)C2CC3CCC2C3)cc1N (stereo not drawn)	0.3	-0.7	3	-4	-4	6	-4	1
NNC(=O)COc1ccc(C2SCCS2)cc1	0.0	-2.7	-1	-3	13	16	9	-7
CNc1c(-n2cc(C(=O)OC)c(C(=O)OC)c2C(=O)OC)c(=O)n(C)c(=O)n1C	0.0	-0.7	-6	-5	1	6	-1	3
CCc1nc2ccc(C(=O)NCCc3c[nH]c4ccccc34)cn2c1N(C=O)CCC(C)C	0.1	4.3	3	30	.	-49	6	32
O=C(NC(=S)N1CCc2ccccc21)c1ccccc1	0.0	.	.	8	15	-2	.	.
O=C(CSc1ncn[nH]1)Nc1ccc(Br)cc1Br	0.1	0.7	-8	-34	17	.	1	-26
Cc1ccc(O)c(NC(=O)c2ccc3c(c2)C(=O)N(CC(C)C)C3=O)c1	0.3	2.8	-5	-22	4	6	-2	-95
COCCCNC(=O)COC(=O)c1ccc(-c2nc3ccccc3s2)s1	0.4	0.9	4	-40	-4	8	8	-47
CCCC#Cc1ccc2c(c1)O[C@H](CN(C)C(=O)c1ccncc1)[C@@H](C)CN([C@@H](C)CO)S2(=O)=O	-1.3	-1.1	-9	.	.	6	-5	-15
O=C(c1cc(-c2ccccn2)nc2ccc(Br)cc12)N1CCN(S(=O)(=O)c2ccccc2)CC1	0.1	0.9	3	28	.	10	2	13
Cc1ccc(NC(=O)CN(C)S(=O)(=O)c2ccc3c(c2)n(C)c(=O)c(=O)n3C)cc1	0.0	-0.1	-3	-1	0	25	-2	.
C[C@@H]1CN([C@H](C)CO)C(=O)c2cc(NC(=O)CCCCCC(=O)Nc3ccccc3N)ccc2O[C@@H]1CN(C)Cc1ccc(Oc2ccccc2)cc1	0.6	-1.1	4	71*	.	12	-1	.
COc1ccccc1N1CCN(C(=O)CCNC(=O)Cn2ccc3ccccc3c2=O)CC1	0.0	2.0	7	26	1	2	-1	-2
CC(C)(C)c1ccc(OCC(=O)N(c2ccccn2)C2CCCCC2)cc1	0.0	-1.9	7	21	0	6	3	20
O=C(NC(=S)N1CCN(C/C=C/c2ccccc2)CC1)c1ccc(F)cc1	0.0	4.5	2	-5	11	.	8	20
COC(=O)c1cc(NC(=O)N2c3ccccc3Sc3ccccc32)cc(C(=O)OC)c1	.	-1.1	7	.	-1	-10	-1	1
Cc1ccc(S(=O)(=O)N2CCN(C(=O)N3CCCCC3)CC2)c(C)c1	-0.2	1.5	2	-13	.	-7	-2	4
CCOC(=O)c1c(NC(=O)CSc2nnc3ccccn23)sc2c1CCC2	0.3	-0.9	-4	6	4	5	7	0
Cc1cc(C)c(S(=O)(=O)Nc2ncccc2C)c(C)c1	0.1	2.6	3	-23	-5	2	2	-1
O=C(CCC(NC(=O)OCc1ccccc1)C(=O)O)OCc1ccccc1 (stereo not drawn)	-0.1	-3.1	5	8	-6	17	0	12
CC1(C)CC(NS(=O)(=O)c2ccc(Cl)cc2)CC(C)(C)N1	0.0	0.6	?	-1	-1	-4	5	-9
C[C@H](CO)N1C[C@H](C)[C@@H](CN(C)C(=O)Nc2ccccc2)Oc2c(NC(=O)c3ccc(-c4nccs4)cc3)cccc2C1=O	-0.7	-3.9	-7	.	0	-4	-3	-3
O=C(C[C@@H]1C[C@@H]2c3cc(NC(=O)C4CCOCC4)ccc3O[C@@H]2[C@H](CO)O1)NCc1cccc(F)c1	0.1	-1.5	1	9	.	2	-13	2
COC(=O)c1cc(NC(=O)c2ccccc2)c(=O)oc1C	0.0	2.6	-3	-29	5	-26	-5	-13
O=C(NCCCN1CCOCC1)c1ccc(NC(=O)C2COc3ccccc3O2)cc1 (stereo not drawn)	0.1	.	3	11	-5	1	0	-3
C[C@@H]1CN([C@@H](C)CO)C(=O)c2cccc(NC(=O)Nc3ccc(F)cc3)c2O[C@H]1CN(C)S(=O)(=O)c1ccc(Cl)cc1	0.1	1.1	7	-13	8	4	-2	-3
COCC(=O)N(C)C[C@H]1Oc2cc(-c3cccc(F)c3)ccc2S(=O)(=O)N([C@H](C)CO)C[C@H]1C	-0.6	-3.1	4	.	-10	11	-1	5
COc1ccnc(Oc2ccc(F)cc2)c1C(=O)N/C=N/OCc1ccc(Cl)cc1Cl	.	-4.3	-10	.	4	-6	2	5
OCC1(CCc2ccccc2)CCCN(CCCc2ccccc2)C1 (stereo not drawn)	0.0	1.5	5	5	-3	-46	1	26
COc1ccc(OCCSc2nc(C)c(Cc3ccccc3)c(=O)[nH]2)cc1	0.2	-2.3	-3	-4	-10	-11	-4	8
O=C(C[C@H]1CC[C@@H](NC(=O)c2cccnc2)[C@@H](CO)O1)NCc1ccncn1	-0.1	-0.3	-4	-4	-8	10	4	3
COc1ccc(CC(N)c2csc(Nc3ccc(C(C)=O)cc3)n2)cc1 (stereo not drawn)	0.1	0.7	8	7	.	-9	4	10
COc1cccc(NC(=O)N(C)C[C@@H]2Oc3cc(C#CC4(O)CCCC4)ccc3S(=O)(=O)N([C@H](C)CO)C[C@@H]2C)c1	-0.6	-0.8	0	2	-2	-9	-2	-1
CCc1ccc(OC(C)C(=O)Nc2ccc(S(=O)(=O)Nc3cc(C)on3)cc2)cc1 (stereo not drawn)	0.1	2.0	2	19	-5	15	-1	-1
CN(C(=O)c1cc2ccccc2cc1O)C1CCCCC1	0.1	1.0	13	3	-4	-22	2	-13
Cc1ccc(SCC(=O)NCCc2ccc(F)cc2)cc1	0.1	-2.0	8	16	-5	-9	3	-6
C[C@@H]1CCCCO[C@H](CN(C)C(=O)Nc2cccc3ccccc23)[C@@H](C)CN([C@@H](C)CO)C(=O)c2cc(NS(=O)(=O)c3ccccc3)ccc2O1	0.1	-0.6	34*	28	.	-4	8	-4

Pulled one by one from the entries so far, 2 records:
SMILES	XiGFP reactiv	CFTR F508del cor	DENV2 CPE	PAX8 reporter	ARNT-TACC3 inh	GSIS activator	ERp5 block	EWS-Fli inh
CCOC(=O)c1c(NC(=O)CSc2nnc3ccccn23)sc2c1CCC2	0.3	-0.9	-4	6	4	5	7	0
CC1(C)CC(NS(=O)(=O)c2ccc(Cl)cc2)CC(C)(C)N1	0.0	0.6	?	-1	-1	-4	5	-9

Quoted from the listing:
COCC(=O)N1[C@@H]2CN(C(=O)c3cccc(OC)c3)c3ccccc3[C@@H]2[C@@H]1CO in GSIS activator: 6
OCC[C@H]1C[C@H](O)[C@@H](O)[C@@]2(CCc3ccccc3CO2)O1 in GSIS activator: 4

Later entries:
SMILES	XiGFP reactiv	CFTR F508del cor	DENV2 CPE	PAX8 reporter	ARNT-TACC3 inh	GSIS activator	ERp5 block	EWS-Fli inh
Cc1oc(S(=O)(=O)N2CCOCC2)cc1C(=O)Nc1ccc(Cl)cc1	0.1	0.8	1	-2	-5	10	3	15
O=C(Nc1ccccc1F)N1C[C@@H]2[C@H](c3ccccc31)[C@@H](CO)N2C(=O)Cc1ccccc1	0.4	0.6	-4	-54	4	-8	2	-34
CCOc1ccc(CNC(=O)c2ccc(Sc3ccc(Cl)cc3)c(NC(C)=O)c2)cc1OC	0.2	.	2	-14	-7	-39	-3	4
COc1cc(N)c(Cl)cc1C(=O)OCC(=O)N(C)C1CCCCC1	0.0	-1.3	3	-15	-2	9	2	-16
C[C@H]1CN([C@@H](C)CO)C(=O)c2cc(NC(=O)CCCN(C)C)ccc2O[C@H]1CN(C)C(=O)NC1CCCCC1	0.1	0.3	0	-4	-9	-1	0	.
CC(C)CNC(=O)C1(C)CCCN1Cc1ccc(S(C)(=O)=O)cc1 (stereo not drawn)	0.3	-0.1	2	-4	.	3	3	8
COc1cc(O)c(CCC(=O)c2ccc(OC)c(OC)c2)c(OC)c1	0.0	0.8	-5	9	-4	15	-1	-3
CCOC(=O)C1(C)CCCCCN1C(=O)c1ccco1 (stereo not drawn)	0.2	-1.4	3	-9	.	-1	0	3

Source: PubChem BioAssay
